Source: PubChem (School of Medicine, Boston University)
PL synth Enamine: blocks phospholipid synthesis in CHO cells, Enamine compounds | ZR-82 CHO cells, pyrene fatty acid UV survival, CellTiter Blue; peroxisome-deficient CHO-K1 mutant line; plus DGAT-1, DGAT-2 and ACAT inhibitors | 20,000 tested, 0.4% active | calls only at 10 µM;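 active means cell survival signal 2 SD away from solvent-only control wells, confirmed on one or two retests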;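 further: 3 h compound exposure then viability read about one day after UV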
Calls only; i = inactive; + = active, no number.

SMILES	PL synth Enamine
O=c1[nH]c2ccnc([N+](=O)[O-])c2[nH]1	i
Cn1/c(=N/N=C2\CC3C=CCC23)sc2ccccc21 (stereo not given)	i
S=C(Nc1cccnc1)NC1CCCc2ccccc21 (stereo not given)	i
CC(=O)N1CCN(C(=O)CC23CC4CC(CC(Br)(C4)C2)C3)CC1	i
O=C1CCNCCN1	i
Clc1ccc(-c2noc(CSc3nnc(NC4CC4)s3)n2)cc1	i
NC(=O)c1c(NC(=O)CCN2C(=O)S/C(=C\c3cccs3)C2=O)sc2c1CCC2	i
Cc1nn(-c2ccccc2)c2c1P(=Nc1ccc([N+](=O)[O-])cc1)(c1ccccc1)/C(=C1/N(C)c3ccccc3C1(C)C)C=N2 (stereo not given)	i
Fc1ccc(NC(=S)NCCN2CCOCC2)c(F)c1F	i
CCOC(=O)c1sc(N)c(C(N)=O)c1C	i
O=c1c(C=NCc2ccco2)c(NCc2ccco2)nc2ccccn12	i
C=CCNC(=S)C(=C([O-])c1ccc(C(C)CC)cc1)[n+]1ccc(C(C)(C)C)cc1 (stereo not given)	i
CC1CCCC(NC(=O)Cn2cc([N+](=O)[O-])ccc2=O)C1C (stereo not given)	i
C=C(C)Cn1c(C)nc2ccccc21	i
O=C1COc2ccc(C(=O)C[n+]3cccc([O-])c3)cc2N1	i
Fc1ccc2c(c1)sc1nc(-c3ccc(Cl)s3)cn12	i
O=S(=O)(Nc1ccc2c(c1)OCCO2)c1ccc(Cl)s1	i
COc1ccc(-c2noc(CSc3nc4ccccc4o3)n2)cc1OC	i
CCCCSc1nnc(C)c(=O)[nH]1	i
Nc1cc(=O)[nH]c(SCCSc2cc(Cl)ccc2Cl)n1	i
CCc1nn2c(=O)cc(CSc3nnnn3C)nc2s1	i
O=[N+]([O-])c1ccc(S(=O)(=O)OCC(F)(F)C(F)F)cc1	i
NC(=S)COc1ccccc1	i
Cn1/c(=N/N=C2\CCc3ccccc32)sc2ccccc21	i
C(=C1\CCc2cn[nH]c21)/c1ccccc1	i
O=C(Cn1ccccc1=O)N1CCN(Cc2ccc(Cl)s2)CC1	i
Clc1cc(Cl)c(OCc2nc3c4ccccc4ncn3n2)cc1Cl	i
C=CCNC(=S)N=C1CCN(c2ccccc2)N1	i
c1ccc(CSc2nnc(-c3cccnc3)o2)cc1	i
CCn1c(=S)[nH]c2cc(S(N)(=O)=O)ccc21	i
O=C(N=C1N=C2C=CC=CN2Cc2ccccc21)c1cc[n+]([O-])cc1	i
CCCCCCC[n+]1cccc2ccccc21	i
O=C(c1cc2ccccc2oc1=O)N1c2ccccc2Sc2ccccc21	i
c1ccn2cc(-c3ccc4c(c3)OCCO4)cc2c1	i
Fc1ccccc1NC(=S)Nc1cc(Cl)c(Cl)cc1Cl	i
O=C(c1cccs1)N1N=C(c2cccs2)CC1c1ccc(Cl)o1 (stereo not given)	i
Cn1c(=S)n(/N=C/c2cc(C(C)(C)C)c(O)c(C(C)(C)C)c2)c2ccccc21	i
CNC(=S)NC(C)C1CC2CCC1C2 (stereo not given)	i
CC(=O)c1c(C)[nH]c(C(=O)OCC(=O)c2cc(C)n(CC3CCCO3)c2C)c1C (stereo not given)	i
O=S(=O)(c1ccccc1F)N1CCN(S(=O)(=O)c2cccc(Cl)c2Cl)CC1	i
O=S(=O)(NC1CCSc2ccc(F)cc21)c1ccc2c(c1)OCCCO2 (stereo not given)	i
O=C1C(=O)N(C2CCCC2)C(=O)N1CN1CCN(S(=O)(=O)c2ccc3c(c2)OCCCO3)CC1	i
c1csc(-c2noc(CSc3ccc4ccccc4n3)n2)c1	i
CN1CCN(C(c2ccc(Cl)cc2)c2cc(Cl)c3cccnc3c2O)CC1 (stereo not given)	i
NC1=NC2(CCCCC2)N(c2ccc(Cl)cc2)C(N)=N1	i
COc1ccc(C(N)P(=O)(O)O)cc1OC (stereo not given)	i
CN(C)c1nc(CSc2ccc(Br)cc2)nc2sc3c(c12)CCCC3	i
Cc1nn(CC(=O)N2CCCC2=O)c(C)c1[N+](=O)[O-]	i
O=[N+]([O-])c1ccc(N/N=C2\CCCCc3ccccc32)cc1	+
Cc1nn(-c2ccccc2)c(N)c1N=Nc1ccccc1OC(F)F	+
COc1ccc(NS(=O)(=O)c2ccc(F)c(F)c2F)cc1S(N)(=O)=O	i
O=S1(=O)CC2C(C1)N(c1cccc(C(F)(F)F)c1)C(=S)N2c1ccccc1 (stereo not given)	i
COc1cc(OC)c(OC)cc1/C=N/NC(=S)NCC1CCCO1 (stereo not given)	i
Cc1nc(Cc2nnc(SCC(=O)c3cc(C)n(-c4ncn[nH]4)c3C)o2)cs1	i
CCCCn1c(N)c(N(CC(C)C)C(=O)C2CCC2)c(=O)[nH]c1=O	i
Cc1ccc(C2=Nc3ccccc3SC2c2nc3ccccc3[nH]2)cc1 (stereo not given)	i
Cc1cc(-n2c(C)cc(C(=O)CSc3nc(N)cc(=O)[nH]3)c2C)no1	i
c1cc(CNC2CCCCCC2)cs1	i
O=C(CN1C(=O)C(=O)N(CCC2=CCCCC2)C1=O)NC1CCS(=O)(=O)C1 (stereo not given)	i
Cn1c(SCc2csc(-c3cccs3)n2)nnc1C1CC1	i

Going on with the list.
SMILES	PL synth Enamine
O=C(CC1CCCC1)NCCCNC(=O)CC1CCCC1	i
Cc1sc2[nH]c(=S)n(C3CCCC3)c(=O)c2c1C	i
Nc1nc2ccc(SC(F)F)cc2s1	i
Clc1cccc(Cl)c1CSc1nnc2ccccn12	i
COC(=O)c1sc(N)c(C(=O)OC)c1CSc1nnc(Cc2csc(C)n2)o1	i
O=[N+]([O-])c1cc(SC(F)(F)F)ccc1Cl	i
Clc1ccc(-c2csc(/C=C/c3ccc4c(c3)OCO4)n2)cc1	i
O=C(Nc1nc(-c2cccs2)c(-c2cccs2)s1)C1CCCCC1	i
Fc1ccc2nc3n(c2c1F)CCCCCC3	i
CN1C(=O)C(=Cc2c(N3CCCC3)nc3ccccn23)C(=O)N(C)C1=O	i
Fc1ccc(/C=N/N=C(c2ccccc2)c2ccccc2)cc1	i
CCCCn1c(N)c(NCC)c(=O)[nH]c1=O	i
CSC(=NCCCN1CCOCC1)NS(=O)(=O)c1cccs1	i
CC(=O)c1c(C)nsc1N	i
O=S(=O)(Nc1cc(F)ccc1F)c1ccc(Cl)s1	i
CC(=O)c1cc2cc(Br)ccc2o1	i
Cc1sc2ncnc(SCC(=O)C(C)(C)C)c2c1C	i
O=C(O)Cn1cc(C(F)(F)F)cc(Cl)c1=O	i
COc1c(Cl)c(C)c(Cl)c(C)c1Br	i
CCOC(=O)c1cc(C)[nH]c1C	i
O=C(c1ccc(=O)[nH]n1)N1CCN(S(=O)(=O)c2ccc(Br)s2)CC1	i
NC(=O)c1ccsc1NC(=O)CSc1nnc(Cc2cccs2)n1C1CC1	i
Cn1c(C(F)(F)F)nn(CN2CCN(c3cccc(C(F)(F)F)c3)CC2)c1=S	i
CCCN(Cc1nnc(-c2ccco2)o1)C(=O)/C=C/c1c(C)nn(C)c1C	i
Clc1ccc(OCc2cn3ccccc3n2)cc1	i
COc1ccc(-c2noc(CSc3nnnn3C3CCCC3)n2)cc1OC	i
Cc1ccc(/C=C2\CCCc3c2nc2ncnn2c3-c2ccc(C)cc2)cc1	i
O=c1cc(O)c2c(=O)n3c4c(cccc4c2o1)CCC3	i
CCN(CC)S(=O)(=O)c1cc(S(=O)(=O)c2ccc(Cl)c(S(=O)(=O)N(CC)CC)c2)ccc1Cl	i
O=C(Cn1nnc(-c2cccs2)n1)N1CCN(C(=O)c2ccco2)CC1	i
OCCN1CCN(CC(O)Cn2c3ccc(Cl)cc3c3cc(Cl)ccc32)CC1 (stereo not given)	i
COC(=O)c1c(C)[nH]c(C(=O)C(C)Sc2nnc(C3CC3)n2C2CC2)c1C (stereo not given)	i
CCNc1nc(NCC)n2c(=S)[nH]nc2n1	i
CS(=O)(=O)N(CC(O)Cn1c2ccccc2c2ccccc21)c1ccc(F)cc1 (stereo not given)	i
N=C1CCCN1c1ccc(Cl)c(Cl)c1	i
O=C1CCNC(=O)N1	i
CCNCC(=O)NC1CCS(=O)(=O)C1 (stereo not given)	i
c1csc(-c2nc(CSc3ncnc4sccc34)co2)c1	i
C/C(=N\Nc1ccc(C(F)(F)F)cn1)c1ccc2c(c1)Nc1ccccc1S2	i
Cc1cc(C(=O)CSc2nnc(C3CC3)o2)c(C)n1Cc1cccs1	i
Clc1ccc(Cl)c(SCCSc2nnc(-c3ccc4c(c3)OCO4)o2)c1	i
O=[N+]([O-])c1cc2c(c(CSc3nnc(-c4ccc(F)cc4)c4ccccc34)c1)OCOC2	i
CCNC(=S)N/N=C/c1ccc(C)s1	i
CC(C)NC(=S)N/N=C/C1CC=CCC1 (stereo not given)	i
CS(=O)(=O)c1ccc(Oc2ccc(-n3ccnc3)cc2)c([N+](=O)[O-])c1	i

Molecules listed so far that have an NH in an aromatic ring, in the order listed:
SMILES	PL synth Enamine
O=c1[nH]c2ccnc([N+](=O)[O-])c2[nH]1	i
CCCCSc1nnc(C)c(=O)[nH]1	i
Nc1cc(=O)[nH]c(SCCSc2cc(Cl)ccc2Cl)n1	i
C(=C1\CCc2cn[nH]c21)/c1ccccc1	i
CCn1c(=S)[nH]c2cc(S(N)(=O)=O)ccc21	i
CC(=O)c1c(C)[nH]c(C(=O)OCC(=O)c2cc(C)n(CC3CCCO3)c2C)c1C (stereo not given)	i
Cc1nc(Cc2nnc(SCC(=O)c3cc(C)n(-c4ncn[nH]4)c3C)o2)cs1	i
CCCCn1c(N)c(N(CC(C)C)C(=O)C2CCC2)c(=O)[nH]c1=O	i
Cc1ccc(C2=Nc3ccccc3SC2c2nc3ccccc3[nH]2)cc1 (stereo not given)	i
Cc1cc(-n2c(C)cc(C(=O)CSc3nc(N)cc(=O)[nH]3)c2C)no1	i
Cc1sc2[nH]c(=S)n(C3CCCC3)c(=O)c2c1C	i
CCCCn1c(N)c(NCC)c(=O)[nH]c1=O	i
CCOC(=O)c1cc(C)[nH]c1C	i
O=C(c1ccc(=O)[nH]n1)N1CCN(S(=O)(=O)c2ccc(Br)s2)CC1	i
COC(=O)c1c(C)[nH]c(C(=O)C(C)Sc2nnc(C3CC3)n2C2CC2)c1C (stereo not given)	i
CCNc1nc(NCC)n2c(=S)[nH]nc2n1	i

(continued)
SMILES	PL synth Enamine
CCOC(=O)N1CCN(C(=S)NC2CC3CCC2C3)CC1 (stereo not given)	i
C=CCn1c(=S)[nH]c2sccc2c1=O	i
c1nc(Sc2nnnn2C2CCCC2)c2ccsc2n1	i
Nc1c(Br)cc(F)cc1Br	i
COc1ccc2c(C)cc3n[nH]c(=S)n3c2c1	i
Cc1nnc(SCc2cc(=O)n3cc(Br)ccc3n2)s1	i
Cc1ccc(C[P+](c2ccccc2)(c2ccccc2)c2ccccc2)c2ccccc12	i
Cc1ccsc1C(=O)OCc1cc(=O)n2ccsc2n1	i
Cc1[nH]c2ccccc2c1C1=CSC2=NS(=O)(=O)CCN12	i
CCCn1c(SCc2cc(=O)n3cc(Br)ccc3n2)n[nH]c1=O	i
Cc1ccc(/C=C/C(=O)O)o1	i
CCC(=O)N(c1nnc(SC(C)C(=O)N2CCNC2=O)s1)C1CC1 (stereo not given)	i
FC(F)(F)c1cccc(C=C(c2nc3ccccc3s2)c2nc3ccccc3s2)c1	i
O=C(C1=C(O)C(=O)N(CCN2CCOCC2)C1c1ccco1)c1cccs1 (stereo not given)	i
c1coc(-c2nnc(SCc3nnc(-c4cccs4)o3)o2)c1	i
Cc1nc(SCc2cc([N+](=O)[O-])cc3c2OCOC3)c2c(C)c(C)sc2n1	i
COc1ccc(C2=N/C(=C/c3ccc(F)c(F)c3)C(=O)O2)cc1OC	i
CCCCCCc1c(O)nc(SCC(=O)O)[nH]c1=O	i
C=C1C(C(=O)Nc2ccc(I)cc2)C1C(=O)Nc1ccc(I)cc1 (stereo not given)	i
CCOC(=O)c1cnc2scnn2c1=O	i
COCCN=c1scc(-c2ccco2)n1/N=C/c1cc(Br)ccc1OC	i
O=S(=O)(c1cccc(Br)c1)N1CCNCC1	i
C=CCSc1oc(-c2ccc(Cl)cc2Cl)nc1[P+](c1ccccc1)(c1ccccc1)c1ccccc1	i
NC(=O)CC1Sc2ccccc2NC1=O (stereo not given)	i
O=C(N1CCc2ccccc2C1)N1c2ccccc2Sc2ccccc21	i
CCCCn1c(N)c(C(=S)NC(=O)C2CC2)c(=O)[nH]c1=O	i
CN(C)P(=NC(=S)Nc1cccnc1)(c1ccncc1)N(C)C	i
Cc1cc(/C=N/Nc2ncc(Cl)cc2Cl)c(C)n1-c1ccc(I)cc1	i
COc1ccc(OC)c(N=Nc2c(C)nn(-c3ccccc3)c2N)c1	i
CC1=C/C(=N/N=c2\sc3ccccc3n2C)CC(C)(C)C1	i
O=C(Cn1cnnn1)Nc1nc(-c2cccs2)cs1	i
O=[N+]([O-])c1cc(S(=O)(=O)Nc2nc3c(F)cc(F)cc3s2)ccc1Cl	i
CN1/C(=C\P(=NS(=O)(=O)c2ccc(Cl)cc2)(Oc2ccc3ccccc3c2)c2ccccc2)C(C)(C)c2ccccc21 (stereo not given)	i
Cc1nnc(NC(=O)NCC2(C)CC(NC(=O)Nc3nnc(C)s3)CC(C)(C)C2)s1 (stereo not given)	i
Cc1ccc(-c2csc3ncn(CC(=O)c4cc(C)n(CC(F)(F)F)c4C)c(=O)c23)s1	i
S=c1[nH]nc(CSc2nc3ccccc3s2)n1-c1ccccc1	i
COC(=O)C(NC(=O)C(C)(C)C)=C(Cl)Cl	i
O=C(O)c1cc(=O)n(CN2CCOCC2)c(=O)[nH]1	i
COc1ccc(-c2cc(C3CC3)nc3sc4c(N)ncnc4c23)cc1	i
C=CCNS(=O)(=O)c1ccccc1F	i
COc1cc(C2Nc3ccccc3-c3nc4ccccc4n32)ccc1O (stereo not given)	i
Oc1oc(-c2ccccc2)nc1C=Nc1ccccn1	i
O=C(O)c1ccc(Cn2cc(Br)c([N+](=O)[O-])n2)o1	i
Cc1cc(-n2c(C)cc(C(=O)CSc3nncn3C(C)C)c2C)no1	i
OC(c1cn2cc(-c3ccc(F)cc3)nc2s1)(C(F)(F)F)C(F)(F)F	i
CNC(=O)COC(=O)c1ccc(Br)o1	i

A portion of the library, so the mix of outcomes need not match the whole.
